IDE inh: cellular human IDE inhibition. P14735. HEK cells, FAbetaB cleavage, fluorescence polarization. inhibition, % at 5.59 µM. hit rate 0.41% among 320,000. AID 434962;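 active means percent inhibition above the average of all tested compounds plus 3 SD, set per screening campaign, cut at about 16% in these data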;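 further: IDE supplied by intact live HEK cells; FP after avidin binding of uncleaved biotin substrate so inhibition keeps polarization high; 0% = DMSO wells and 100% = 60 µM reference IDE inhibitor Ii1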
GalR3 antag: blocks the human galanin receptor 3; hit rate 0.44% among 360,000; HEK293 GalR3-CNG cAMP membrane potential fluorescence; galR3 body fused to GalR1 C-terminus; AID 651719; inhibition, % at 3 µM;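 active means inhibition above the screen-wide average plus 3 SD, cut at about 13% in these data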;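 further: forskolin and galanin both at EC90 stimulate the cells; cAMP rise reported by CNG channel membrane potential dye signal; 0% = forskolin plus galanin with DMSO and 100% = forskolin alone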
Target sequence (O60755 1-299 limits assumed): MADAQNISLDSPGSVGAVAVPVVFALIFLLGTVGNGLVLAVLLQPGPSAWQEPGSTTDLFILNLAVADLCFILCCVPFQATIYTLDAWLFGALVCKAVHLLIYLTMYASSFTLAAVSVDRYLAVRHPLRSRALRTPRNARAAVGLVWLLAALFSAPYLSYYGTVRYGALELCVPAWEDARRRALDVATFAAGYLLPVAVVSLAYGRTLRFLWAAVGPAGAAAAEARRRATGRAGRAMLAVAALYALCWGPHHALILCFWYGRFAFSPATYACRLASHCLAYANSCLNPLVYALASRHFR
IDE cell activ: IDE (human) activation, cell-based. P14735. HEK cells, FAbeta-B cleavage, fluorescence polarization; 0% vehicle, 100% cell-free pure enzyme wells. activation, % at 5.96 µM. hit rate 0.073% among 340,000;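 active means activation above the mean of all tested compounds plus 3 SD, set per screening campaign, cut at about 17% in these data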
CRFR2-BP antag: antagonists of CRF-binding protein/CRF-R2 receptor complex | HEK293 CRF-R2/CRF-BP, CRF-induced calcium fluorescence | inhibition, % at 11.8 µM | hit rate 0.59% among 350,000 | AID 588475;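 active means inhibition of the ligand-induced calcium signal above about 50% at the single tested concentration, limit read from the data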
p-CIP stab down: compounds decreasing mouse p/CIP protein stability | Q05BA5 | F442A p/CIP-EGFP cells, EGFP fluorescence, 16 h | decrease of EGFP signal, % at 10 µM | hit rate 0.01% among 290,000;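 active means EGFP signal decrease of at least 30% at 10 µM or well 3 SD below plate mean, unless failing retest; inactive means the rest, including hits failing retest or dose response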; further: some compounds called inactive have numbers as strong as hits; many of its hits are not listed in these tables
CRFR2-BP ag: agonists of human CRF-binding protein/CRF-R2 receptor complex | HEK293 CRF-R2/CRF-BP, calcium dye fluorescence (FLIPR); percent of saturating CRF peptide response | activation, % at 13.2 µM | hit rate 0.46% among 350,000 | AID 588473;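 active means activation of at least 50%, plus an integration ratio under a set limit after plate pattern correction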;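 further: plate controls were neutral control wells without compound for no effect and CRF at EC100 for full effect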
M4 PAM: potentiates acetylcholine response at human M4 receptor | AID 624126 | P08173 | activation, % at 3 µM | CHO-K1 hM4/Gqi5, Fluo-8 calcium fluorescence, ACh EC20; 0% = ACh EC20, 100% = maximal ACh | hit rate 0.4% among 360,000;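 active means activation above its plate's cutoff, the mean activation of sample wells plus 3 SD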; further: some results filed as inactive read as strong as hits
Target sequence (P08173 whole entry, looked up): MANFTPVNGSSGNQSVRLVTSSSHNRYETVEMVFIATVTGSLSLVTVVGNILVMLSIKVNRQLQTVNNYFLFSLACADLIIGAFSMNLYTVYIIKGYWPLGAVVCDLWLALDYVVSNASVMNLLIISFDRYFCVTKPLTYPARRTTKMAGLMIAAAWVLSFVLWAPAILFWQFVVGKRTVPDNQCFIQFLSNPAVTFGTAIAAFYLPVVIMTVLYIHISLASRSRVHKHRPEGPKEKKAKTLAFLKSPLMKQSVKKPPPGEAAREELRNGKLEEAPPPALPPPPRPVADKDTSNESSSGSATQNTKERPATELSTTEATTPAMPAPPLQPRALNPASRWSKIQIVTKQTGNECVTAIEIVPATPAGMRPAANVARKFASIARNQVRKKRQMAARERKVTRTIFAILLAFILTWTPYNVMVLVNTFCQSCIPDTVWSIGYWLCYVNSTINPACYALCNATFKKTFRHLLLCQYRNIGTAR
PHOSPHO1 inh: inhibitors of human PHOSPHO1 phosphatase. Q8TCT1. inhibition, % at 13.3 µM. recombinant PHOSPHO1, absorbance phosphatase assay. hit rate 1.1% among 290,000; in the data active means inhibition above about 60%
Target sequence (Q8TCT1 whole entry, looked up): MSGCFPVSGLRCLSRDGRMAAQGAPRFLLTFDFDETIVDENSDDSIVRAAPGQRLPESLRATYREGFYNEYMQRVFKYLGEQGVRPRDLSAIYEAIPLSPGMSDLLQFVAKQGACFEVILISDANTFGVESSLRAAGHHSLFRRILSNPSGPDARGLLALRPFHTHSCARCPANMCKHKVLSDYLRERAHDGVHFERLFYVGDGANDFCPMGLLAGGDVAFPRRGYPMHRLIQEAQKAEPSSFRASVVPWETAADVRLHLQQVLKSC
MEKK3 PB1 HTS: raises or lowers MEK5 binding to the human MEKK3 PB1 domain; Q99759; bead-based flow cytometry, Alexa488-MEK5 binding to MEKK3; actives lie on both sides; 0 = blocked by unlabeled MEK5, 100 = vehicle; binding response (% of control), % at 10 µM; hit rate 1.4% among 290,000;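 active means binding response more than 3 SD above or below the average of its plate-row segment, actives on both sides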;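 further: Alexa488 bead fluorescence after subtracting the streptavidin-only scavenger bead signal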
Active calls of the source: *; . = no result given.

SMILES | IDE inh | GalR3 antag | IDE cell activ | CRFR2-BP antag | p-CIP stab down | CRFR2-BP ag | M4 PAM | PHOSPHO1 inh | MEKK3 PB1 HTS
CC1CCCC(NC(=O)COC(=O)COc2ccc(Br)cc2)C1C (stereo unspecified) | 1 | -3 | 4 | 7 | . | 0.1 | -2 | . | .
Cn1c(NCC(O)CO)nc2c1c(=O)n(Cc1ccc(Cl)c(Cl)c1)c(=O)n2C (stereo unspecified) | 7 | -1 | -3 | -18 | -4 | 1.9 | 1 | 41 | 100
CC(=O)C[C@@H](O)CC(=O)[C@H]1OC(=O)[C@@H](C)C/C=C\Cc2ccccc21 | 1 | -5 | 1 | 5 | . | -0.8 | 7 | . | .
CCN(Cc1ccc(OC)c(F)c1)C(C)C(=O)Nc1ccc(S(=O)(=O)N2CCCC2)cc1 (stereo unspecified) | -3 | -5 | 2 | 4 | . | 4.0 | -8 | . | .
O=C(C1=C[C@H](c2ccc3c(c2)OCO3)C[C@H](OCCCCO)O1)N1CCOCC1 | 2 | -1 | -4 | 2 | 4 | -1.3 | 7 | 30 | 100
Cc1ccc(CCC(=O)Nc2ccc(N(C)C)cc2)o1 | -5 | -3 | -2 | -3 | 13 | 0.8 | 7 | 30 | 110
CN(C)CCNC(=O)c1ccc2c(c1)N(Cc1ccc(F)cc1)CCS2 | 1 | -3 | 2 | -22 | -4 | -2.1 | 2 | -13 | 103
COC(=O)[C@]1(C)N[C@H](c2ccc(-c3ccc(OC)cc3)cc2)[C@@H]2C(=O)N(C)C(=O)[C@@H]21 | 1 | -1 | 4 | 1 | . | 0.0 | 13 | . | .
CCC(CC)CN1CCC(CN2C(=S)NC[C@@H]2CC(C)C)CC1 | . | -3 | 5 | -6 | . | -0.2 | -6 | . | .
Cc1ccc(Cn2ncc3c(N4CCCC4)ncnc32)cc1 | 1 | -3 | 4 | -10 | -1 | 0.7 | 3 | 23 | 100
O=C(NNC(=O)c1cccnc1)Nc1ccc([N+](=O)[O-])cc1 | 2 | 4 | 2 | 8 | -8 | 0.7 | 1 | -1 | 99
NS(=O)(=O)c1ccc(CCNC(=O)CSc2nc3ccsc3c(=O)n2CCCCC(=O)O)cc1 | 2 | -5 | 0 | 10 | 2 | -1.9 | 8 | -2 | 107
CC(=O)NNC(=O)CCC(=O)Nc1ccccc1 | 3 | 2 | -1 | 11 | -4 | -1.8 | -8 | 41 | 89
Cc1ccnc(SCC(=O)N2CCC(C(N)=O)CC2)n1 | 1 | -3 | -2 | -4 | -1 | -0.1 | -5 | -8 | 103
COc1ccc(NS(=O)(=O)N2CCOCC2)cc1 | 0 | -4 | -2 | -3 | -17 | -0.9 | 3 | 42 | 97
O=C(CN1CCN(Cc2ccccc2)CC1)N1CCN(c2ccccc2)CC1 | -2 | -6 | 1 | 10 | -4 | -0.9 | 3 | -5 | 98
CCc1ccc(OS(=O)(=O)c2cn(C)c(=O)n(C)c2=O)cc1 | 3 | -3 | 8 | 10 | -4 | 0.4 | 0 | 27 | 77
CCOc1ccc(/C=C2\SC(=S)N(CC(=O)N(CCO)C(C)(C)C)C2=O)cc1 | -10 | -2 | 0 | -19 | -3 | -0.1 | 2 | 10 | 102
O=C(NCCCCc1ccccc1)C1CC(c2ccccc2[N+](=O)[O-])=NO1 (stereo unspecified) | 4 | -5 | 2 | -4 | -7 | -3.7 | -2 | 22 | 103
O=C(CCN1CCOCC1)N1CCc2c([nH]c3ccccc23)C1c1cccc(Cl)c1 (stereo unspecified) | 2 | -4 | 5 | -17 | 7 | -0.1 | -8 | 31 | 101
CC[n+]1oc(-c2ccccc2)cc1C | 2 | 1 | -7 | -21 | 3 | 3.9 | 2 | -17 | 101
COC(=O)c1[nH]c2cccc(OC)c2c1NC(=O)CN1CCOCC1 | 2 | -1 | 2 | 29 | -4 | 5.3 | 10 | -14 | 105
O=C(CSc1ccc([N+](=O)[O-])cn1)Nc1cc(C(F)(F)F)ccc1N1CCOCC1 | 2 | -4 | 1 | 3 | -4 | 0.2 | 2 | 12 | 106
CC(C)(C)OC(=O)N1CCCC(C(=O)Nc2ccc(C(=O)N3CCCC3)cc2)C1 (stereo unspecified) | -1 | -2 | 3 | -2 | . | -0.6 | 4 | . | .
O=C(COC(=O)c1sc2cc(F)ccc2c1Cl)Nc1ncc(Cl)cc1Cl | 7 | 5 | 1 | -2 | 0 | 8.4 | 3 | 14 | 103
COC(=O)c1cc(N2C(=O)C3C(C2=O)C2(C)C=CC3(C)O2)ccc1Cl (stereo unspecified) | 1 | . | . | . | -8 | . | . | 7 | 99
COc1ccc(NC(=O)CN(C)C(=O)CCc2ccccc2)cc1 | 0 | -8 | 4 | -14 | -13 | 0.3 | 1 | -30 | 100
C=Cn1cc(CNC[C@H]2O[C@@H](n3ccc(N)nc3=O)[C@H](O)[C@@H]2O)c(C)n1 | . | -4 | . | 2 | . | 0.8 | 2 | . | .
Cc1ccc(OCC(=O)N2CCC(Cc3ccccc3)CC2)c([N+](=O)[O-])n1 | -2 | -3 | 2 | -2 | . | 2.2 | 9 | . | .
O=C(NC1CC2CCCC(C1)N2C(=O)Nc1ccc(Cl)c(C(F)(F)F)c1)C1CC1 (stereo unspecified) | 11 | -1 | -1 | -30 | -4 | -0.1 | -3 | -16 | 96
CCOc1ccc(S(=O)(=O)Nc2ccccc2C(=O)NCC2CCCO2)cc1 (stereo unspecified) | 3 | -4 | 0 | -1 | -8 | -1.3 | -1 | -15 | .
O=C(c1noc2c1CCCC2)N1CCN(c2ccccc2)CC1 | 3 | . | 0 | 3 | -3 | 7.6 | -4 | 37 | 102
COc1ccc(NC(=O)CN(C)CC(=O)Nc2cccc(C(F)(F)F)c2)cc1 | -2 | -5 | 1 | -12 | 12 | 0.6 | -7 | 44 | 99
COC1CCN(C(=O)CC2C(=O)NCCN2CC2CCCCC2)CC1 (stereo unspecified) | -3 | 1 | 2 | -3 | -8 | 1.6 | 1 | -7 | 102
CC(C)OCc1c(C(=O)OC/C(O)=C(\C#N)c2nc3ccccc3[nH]2)oc2ccccc12 | 1 | -7 | 0 | 62* | -7 | 3.6 | 1 | 21 | 102
COC(=O)Cn1c(Cc2ccccc2)nc2ccccc21 | -2 | -9 | -2 | 10 | -10 | -1.4 | 6 | 34 | 103
c1ccc(Cn2ncc3c(N4CCOCC4)ncnc32)cc1 | -4 | -4 | 4 | 18 | -3 | -1.6 | -1 | 4 | 113
CC(=O)N(/N=C/c1ccc(C)cc1)c1nc(CCl)cs1 | 4 | -7 | 7 | 6 | -23 | 1.6 | -6 | 23 | 104
COc1ccccc1CNC(=O)c1ccccc1N(C)S(C)(=O)=O | -1 | -7 | 5 | 19 | 7 | 2.2 | 9 | 14 | 102
c1ccc(-n2cc(CN3CCC(N4CCOCC4)CC3)c(-c3ccc4c(c3)OCO4)n2)cc1 | 0 | -2 | 7 | -44 | 3 | -0.4 | 9 | 37 | 103
Cc1cn([C@H]2C[C@H](O)[C@@H](CNCc3cccn3-c3nccs3)O2)c(=O)[nH]c1=O | . | -4 | . | 9 | . | 1.1 | 5 | . | .
O=c1c2cn[nH]c2nc(SCc2c(F)cccc2F)n1-c1ccc(Cl)cc1 | -4 | -8 | -14 | -3 | -1 | 4.1 | 6 | 4 | 100
CC(OC(=O)/C=C/c1ccccc1)C(=O)NC1CCCCC1C (stereo unspecified) | -3 | -9 | 7 | 9 | . | 0.1 | 12 | . | .
CC1CCN(CCC(=O)NN)CC1 | 2 | 0 | 3 | 6 | 7 | -1.5 | -2 | -20 | 100
CCn1c(SCC(=O)NCc2ccc(F)cc2)nc2c(c1=O)SC(C)C2 (stereo unspecified) | -1 | 5 | 4 | 15 | -8 | -0.7 | 11 | -1 | 113
CCOc1ccc(NC(=O)/C=C/c2ccccc2)c([N+](=O)[O-])c1 | 4 | -4 | 5 | -51 | 4 | 0.1 | 1 | -11 | 94
CCCN1C(=O)/C(=C/c2ccc(C)s2)SC1=Nc1ccc(OC)cc1 | -1 | -1 | -2 | -15 | -7 | 3.4 | 18 | 3 | 102
O=C(Nc1ccccc1)c1nc[nH]c1C(=O)NCCCCNC(=O)c1[nH]cnc1C(=O)Nc1ccccc1 | 2 | -6 | 4 | -11 | . | 0.3 | -1 | . | .
CC(Nc1ccccc1)C(=O)Nc1ccc(F)cc1 (stereo unspecified) | 3 | -4 | 0 | -11 | 3 | -0.6 | 10 | 13 | 94
COc1ccc(Cl)cc1C(=O)NC(C)C | -1 | -4 | 4 | 29 | 7 | -1.0 | -1 | 32 | 104

An excerpt of these results, with the structure last.
IDE inh	GalR3 antag	IDE cell activ	CRFR2-BP antag	p-CIP stab down	CRFR2-BP ag	M4 PAM	PHOSPHO1 inh	MEKK3 PB1 HTS	molecule
4	-4	5	-51	4	0.1	1	-11	94	CCOc1ccc(NC(=O)/C=C/c2ccccc2)c([N+](=O)[O-])c1
-1	-4	4	29	7	-1.0	-1	32	104	COc1ccc(Cl)cc1C(=O)NC(C)C

Later entries.
SMILES | IDE inh | GalR3 antag | IDE cell activ | CRFR2-BP antag | p-CIP stab down | CRFR2-BP ag | M4 PAM | PHOSPHO1 inh | MEKK3 PB1 HTS
COc1ccc(C2=CSC3=NCCN23)cc1[N+](=O)[O-] | 4 | -7 | -3 | -5 | 12 | -0.5 | 0 | . | 97
CC1CC(OCC(O)CN2CCOCC2)CC(C)(C)C1 (stereo unspecified) | 1 | -4 | 5 | -6 | -10 | -3.6 | 5 | 11 | 99
CC(C)C(=O)C1=Cc2cccc([N+](=O)[O-])c2OC1N1CCOCC1 (stereo unspecified) | -1 | -4 | 4 | 8 | . | -0.8 | 16 | . | .
C(=N\NC1=Nc2cccc3cccc1c23)/c1cccnc1 | 23* | -6 | -17 | -14 | -12 | 2.0 | -10 | 2 | 96
CN(c1ccccc1)c1nc(N)c([N+](=O)[O-])c(NCc2ccco2)n1 | 9 | 3 | -1 | -18 | -11 | 2.5 | -8 | 9 | 96
CCC(Sc1nc2c(cnn2-c2ccc(Cl)cc2)c(=O)[nH]1)C(=O)OC (stereo unspecified) | -3 | . | 4 | -7 | -10 | -5.0 | -12 | -6 | 106
COc1ccc(C(=O)Cn2nnc(-c3ccccc3NC(=O)C3CC3)n2)cc1 | -1 | -4 | 6 | 5 | -9 | -1.5 | 4 | 2 | 102
COc1ccc(-n2c(C)nc(N)c2C(=O)c2ccccc2)cc1 | 15 | 0 | 3 | 8 | -2 | -1.4 | 12 | -4 | 95
O=C(NCc1ccco1)/C(=C/c1ccco1)NC(=O)c1ccc(Br)o1 | 1 | 0 | 6 | 12 | 3 | 2.5 | 8 | -15 | 106
COc1ccccc1-c1nc(C#N)c(N2CCC(Cc3ccccc3)CC2)o1 | -4 | -2 | 4 | -1 | 6 | 1.8 | -6 | -2 | 99
O=C(CCCn1c(=S)[nH]c2ccc(Br)cc2c1=O)NCC1CCCO1 (stereo unspecified) | -9 | -2 | -1 | -4 | -8 | -0.7 | 3 | -96 | 85
COc1ccc(OC)c(CNC(=O)CCSCc2ccc(F)cc2Cl)c1 | -1 | -12 | 0 | 11 | 6 | -2.0 | -1 | 42 | 104
CC(=O)N1C[C@H]2CON(C)[C@H]2C[C@H]1c1cccc(-c2ccccc2C)c1 | . | -7 | -3 | -9 | . | 3.4 | 3 | . | .
O=S(=O)(NC1CCCCC1N1CCN(c2ccccc2F)CC1)c1ccccc1 (stereo unspecified) | 3 | -5 | 3 | 2 | 4 | -0.2 | 0 | 47 | 101
Cc1cccc(NC(=O)C2(c3ccccc3)CCOCC2)c1 | 0 | 0 | 6 | 5 | 2 | -0.2 | 8 | -11 | 103
